NTR1 agonist – NTR1-driven beta-arrestin-GFP spot formation – imaging, U2OS cells, high content, primary screen (AID 493036) | 330,000 compounds, 0.17% hits | activation, % at 20 µM | agonist mode | P30989;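 active = activation at or above 40% of the spot to cytoplasm intensity ratio, with at least 20 cells analyzed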;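 note: 0% = DMSO without peptide and 100% = 100 nM NTR1 peptide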
Target sequence (P30989 whole entry, looked up): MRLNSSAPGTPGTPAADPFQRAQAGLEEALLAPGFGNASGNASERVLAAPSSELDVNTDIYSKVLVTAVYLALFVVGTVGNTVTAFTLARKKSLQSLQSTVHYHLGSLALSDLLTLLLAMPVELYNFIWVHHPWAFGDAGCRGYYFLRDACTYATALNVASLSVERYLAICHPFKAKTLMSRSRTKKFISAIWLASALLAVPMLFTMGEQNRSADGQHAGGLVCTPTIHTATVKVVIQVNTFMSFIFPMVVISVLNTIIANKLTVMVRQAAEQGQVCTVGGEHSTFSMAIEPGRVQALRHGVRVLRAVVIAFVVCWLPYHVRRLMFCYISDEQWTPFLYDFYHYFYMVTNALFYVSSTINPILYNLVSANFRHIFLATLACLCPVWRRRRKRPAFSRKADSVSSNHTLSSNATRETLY
UTI89 phage lysis – protection from phage-mediated lysis, alamar blue read-out – E. coli UTI89, K1F phage, bacterial capsule biogenesis inhibitors (AID 488966) | inhibition, % at 100 µM, or IC50 in µM where a hit was titrated | 340,000 compounds, 0.02% hits | E. coli UTI89 K1F phage lysis, alamar blue, 2 h; higher % means a stronger effect;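 active = phage lysis inhibition, versus mean bacterial control, above a set limit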;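 note: capsule biogenesis inhibitors block K1F phage lysis so surviving cells raise fluorescence; higher fluorescence means more inhibition of phage lysis; actives were called in the ten point dose series up to 300 µM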
Dengue-2 NS5 capping – Dengue-2 NS5 methyltransferase inhibitors, primary screen, biochemical, confirmation dose response (AID 588689). Dengue-2 NS5 methyltransferase capping enzyme assay, biochemical; higher % means a stronger effect. one-dose inhibition, % at 25 µM; IC50 in µM for titrated hits. 340,000 compounds, 0.3% hits; in the data active = a potency from the dose series
NTR1 agonist cell count 20 µM – second read-out of NTR1 agonist, no call of its own (marks repeat the call); cell count; measured here: cell count, cytotoxicity flag
Dengue-2 NS5 capping pilot replicate – further read-out of Dengue-2 NS5 capping, marked with its call; inhibition, %; measured here: pilot screen replicate inhibition
Starred values were filed as active, the others as inactive; i = inactive; [ ] = remark or other dose. An excerpt; the hit share may differ from the screen's.

SMILES	NTR1 agonist	NTR1 agonist cell count 20 µM	UTI89 phage lysis	Dengue-2 NS5 capping	others
CCN(C[C@H]1N[C@@](Cc2ccccc2)(C(=O)OC)[C@H]2C(=O)N(C)C(=O)[C@@H]12)C(=O)c1ccc(C)cc1	-0.1	71	-0.1%	-5.3%	Dengue-2 NS5 capping pilot replicate=-5.5
CN(C)S(=O)(=O)c1ccc(Cl)c(C(=O)OCC(=O)c2ccco2)c1	1.2	50	0.1%[50 µM]	-4.8%
Cc1noc(C)c1C(=O)OCC(=O)NCCc1ccc(S(N)(=O)=O)cc1	0.2	67	0.5%	5.6%
O=C(c1ccccc1)c1ccc(C(=O)N2CCN(c3ccc(O)cc3)CC2)cc1	-0.6	60	0.0%[50 µM]	-0.8%
CCOc1ccc2oc(C(=O)N3CCCN(C)CC3)c(C)c2c1	-0.1	78	0.5%[50 µM]	0.7%
C=CC[C@H](CC(=O)NCCO)C(=O)NC[C@H](OC(=O)[C@@H](CC=C)Cc1ccc(F)cc1)c1ccccc1	-1.0	45	0.6%	-7.7%
O=C(Cc1n[nH]c(=O)c2ccccc12)Nc1cc(C(F)(F)F)ccc1-n1cncn1	1.1	67	1.5%[50 µM]	4.3%
CCOc1ccc(C(=O)NCC(=O)Nc2ccc3c(c2)OCO3)cc1OCC	-0.5	72	0.8%[50 µM]	-0.7%
CN(C)CCCNC(=O)C[C@H]1C[C@H](C(=O)N2CCCCC2)[C@@]2(CCc3ccccc3)c3[nH]c4cc(-c5ccco5)ccc4c3CCN2C1=O	29.6	47	-0.3%	0.0%
CCOc1cc(C(=O)OCc2cc(=O)n3c(C)csc3n2)ccc1OC	3.4	51	1.4%[50 µM]	-3.8%
COc1ccc(-c2c(-c3cc(OC)cc(OC)c3)n(C)c3ccc(-c4ccc(OC)c(F)c4)cc23)cc1	2.0	56	0.8%	-7.9%
COC(=O)C1=C(C)N(Cc2ccccc2)C(=NCCc2c[nH]c3ccccc23)N[C@H]1c1ccccc1	1.1	49	0.0%	-12.1%
Cc1nc(SCc2nc3c([N+](=O)[O-])cccc3[nH]2)c2oc3ccccc3c2n1	28.2	50	1.6%	-11.9%
CC[C@]12C(=O)N(C)C[C@H]([C@@H]3C(=O)N(C)C(=O)[C@@H]31)N2C(=O)c1ccc(C(F)(F)F)cc1	0.7	62	0.8%	2.1%
Cc1ccc(S(=O)(=O)N2CCN(C(=O)CCNC(=O)c3ccccc3Cl)CC2)cc1	3.0	50	1.3%[50 µM]	3.6%
COc1ccc(CCNC(=O)COC(=O)Cc2ccccc2[N+](=O)[O-])cc1	-1.7	66	0.4%[50 µM]	-16.2%
O=C(COC(=O)COc1ccc(Br)cc1)NCc1ccc2c(c1)OCO2	2.0	57	13.6%	8.2%
Cn1c(N)c(C(=O)COC(=O)c2ccccc2C(F)(F)F)c(=O)n(C)c1=O	1.2	56	0.5%[50 µM]	-2.3%
COc1ccc(NC(=S)NC(=NS(=O)(=O)c2ccc(Cl)cc2)c2ccccc2)cc1	0.1	61	-0.4%	-2.4%
CC(=O)Nc1ccc(S(=O)(=O)NCCC(=O)N2CCN(c3ccccc3Cl)CC2)cc1	-0.1	47	0.4%[50 µM]	-1.5%
O=C(Nc1ccc(Cl)cc1)C1(S(=O)(=O)c2ccccc2)CC1	-0.7	55	-1.3%	-7.7%
COCCn1c(SCC(=O)Nc2ccc3[nH]c(=O)[nH]c3c2)nc2ccccc21	-2.4	74	-3.0%	2.3%
COc1ccc2c(c1)OC[C@H]1[C@H]2N2C(=O)c3cc(F)ccc3NC(=O)[C@@]2(C)[C@H]1c1ccccc1	1.7	56	-0.5%	2.4%
COc1ccccc1C(=O)NC(=O)COC(=O)c1nccnc1N	0.7	52	2.2%	2.7%
CC1=CN(S(=O)(=O)c2ccc(C)cc2)C[C@@H]2c3ccccc3N(S(=O)(=O)c3ccc(C)cc3)[C@H]12	-1.9	58	0.2%	0.0%	Dengue-2 NS5 capping pilot replicate=4.0

Arranged by length of the SMILES (smallest number first): 3 of the compounds above.
SMILES	NTR1 agonist	NTR1 agonist cell count 20 µM	UTI89 phage lysis	Dengue-2 NS5 capping	others
COc1ccccc1C(=O)NC(=O)COC(=O)c1nccnc1N	0.7	52	2.2%	2.7%
Cc1noc(C)c1C(=O)OCC(=O)NCCc1ccc(S(N)(=O)=O)cc1	0.2	67	0.5%	5.6%
COc1ccc2c(c1)OC[C@H]1[C@H]2N2C(=O)c3cc(F)ccc3NC(=O)[C@@]2(C)[C@H]1c1ccccc1	1.7	56	-0.5%	2.4%

Returning to the listing; the 3 compounds before the break are reprinted first.
SMILES	NTR1 agonist	NTR1 agonist cell count 20 µM	UTI89 phage lysis	Dengue-2 NS5 capping	others
COc1ccc2c(c1)OC[C@H]1[C@H]2N2C(=O)c3cc(F)ccc3NC(=O)[C@@]2(C)[C@H]1c1ccccc1	1.7	56	-0.5%	2.4%
COc1ccccc1C(=O)NC(=O)COC(=O)c1nccnc1N	0.7	52	2.2%	2.7%
CC1=CN(S(=O)(=O)c2ccc(C)cc2)C[C@@H]2c3ccccc3N(S(=O)(=O)c3ccc(C)cc3)[C@H]12	-1.9	58	0.2%	0.0%	Dengue-2 NS5 capping pilot replicate=4.0
COc1ccc(C=NNc2ccc([N+](=O)[O-])cc2S(=O)(=O)Nc2ccccc2C(=O)O)cc1OC	4.9	58	-0.9%	-28.7%
COc1ccc(OCC(=O)Nc2nc3cc4c(cc3s2)OCCO4)cc1	1.5	49	1.8%	6.4%
CC1CCCC(NC(=O)CN2C(=O)NC(Cc3c[nH]c4ccccc34)C2=O)C1C (stereo not given)	5.1	51	0.5%[50 µM]	-11.6%
CC[C@@H]1C=C(C(=O)O)[C@H](c2ccc(OC)c(OC)c2)N1S(=O)(=O)c1ccc(C)cc1	1.2	41	0.2%	-6.0%	Dengue-2 NS5 capping pilot replicate=-5.5
Cc1cccc([C@H]2[C@@H]3C=CC[C@@H](C)[C@@H]3C(=O)N2Cc2ccccc2)c1	8.4	41	0.0%	-3.0%	Dengue-2 NS5 capping pilot replicate=6.1
O=C(C[C@H]1C/C=C/CC[C@@H](Cc2ccc(F)cc2)C(=O)OC[C@H](c2ccccc2)NC1=O)NCCO	1.8	71	-0.3%	-4.8%
CC[C@@H]1CN(C)[C@H]2Cc3c([nH]c4ccccc34)C(=O)C[C@@H]1[C@@H]2C(=O)OC	-1.5	73	0.2%	0.0%
COc1cc(OC)cc(C(=O)NNC(=O)CCNS(=O)(=O)c2ccc(C)c(C)c2)c1	-0.7	74	0.8%[50 µM]	2.2%
COc1ccc(C(=O)NCCCn2nc(C)cc2C)cc1S(=O)(=O)N1CCOCC1	-1.3	69	1.1%[50 µM]	-3.7%
COc1cccc(NC(=O)COC(=O)c2ccc3ccccc3n2)c1	0.8	39	-3.1%	-8.6%
CCOC(=O)C1=CN(Cc2cccc(F)c2)S(=O)(=O)NC1CCc1ccccc1 (stereo not given)	6.0	40	0.1%	-3.0%	Dengue-2 NS5 capping pilot replicate=4.2
C[C@H]1CN([C@@H](C)CO)C(=O)c2cccc(NC(=O)Nc3ccc(F)cc3)c2O[C@@H]1CN(C)Cc1ccc(C(=O)O)cc1	1.4	69	2.6%	-37.6%
Cc1cc(C)n2nc(SCC(=O)NC(=O)c3ccccc3)nc2n1	-0.9	60	1.2%	4.0%
Cc1noc(C)c1S(=O)(=O)N1CCN(c2ccccc2Cl)CC1	-1.1	52	-0.4%[50 µM]	-3.6%
COc1ccc(CC2(CO)COc3ccccc3C2=O)cc1 (stereo not given)	0.1	48	-0.2%	-2.3%
CC(C)NC(=O)N(C)C[C@H]1Oc2c(cccc2N(C)C)C(=O)N([C@H](C)CO)C[C@@H]1C	2.6	64	-1.2%	-1.6%
O=C(O)C1CCCCN1C(=O)c1ccc(S(=O)(=O)N2CCCC2)cc1 (stereo not given)	-0.6	59	0.9%[50 µM]	5.1%
O=C(COC(=O)CCC(=O)c1cccs1)NCCc1ccccc1	-2.4	50	-2.8%	10.1%
CN(Cc1cccc(F)c1)C(=O)CSc1nnnn1C1CC1	-0.5	65	0.6%[50 µM]	-3.6%
Cc1ccc(C(=O)OCC(=O)c2ccc(CC(=O)N3CCOCC3)s2)c(C)c1	-0.4	57	1.2%[50 µM]	-0.7%
COC(=O)[C@@]1(C)[C@H]2C(=O)N(C)C(=O)[C@H]2[C@H]2CN=C(SCC(=O)c3ccccc3)N21	7.4	36	0.4%	-8.3%	Dengue-2 NS5 capping pilot replicate=9.1
Cc1ccc2c(c1)C(=O)N1[C@H]3c4cc(Br)ccc4OC[C@@H]3[C@H](c3ccccc3)[C@]1(C)C(=O)N2	-0.5	51	2.7%	14.9%
COc1ccc(S(=O)(=O)N2CCN(C(=O)c3ccccn3)CC2)cc1	-0.4	60	1.0%[50 µM]	-2.2%
CC1(C2CC2)NC(=O)N(CC(=O)Nc2ccccc2C#N)C1=O (stereo not given)	-0.9	48	1.4%[50 µM]	-3.7%
Cc1nc(SCc2nc3ccc([N+](=O)[O-])cc3[nH]2)c2oc3ccccc3c2n1	-1.8	52	-0.5%	-1.6%
Carrying on:
SMILES	NTR1 agonist	NTR1 agonist cell count 20 µM	UTI89 phage lysis	Dengue-2 NS5 capping	others
N#Cc1cc([N+](=O)[O-])ccc1NC(=O)CSc1n[nH]c(=O)[nH]c1=O	-0.6	46	4.0%	-3.5%
CCN(C[C@H]1N[C@@](CC)(C(=O)OC)[C@H]2C(=O)N(C)C(=O)[C@@H]12)C(=O)COc1ccccc1	-1.7	65	0.2%	1.6%	Dengue-2 NS5 capping pilot replicate=-1.5
Cc1ccc(C)c(N2CCN(C(=O)CCc3nc(-c4ccccc4Cl)no3)CC2)c1	3.1	55	0.2%	-4.6%
Cc1ccc(S(=O)(=O)/N=C(/Nc2ccccc2C)c2ccccc2)cc1	-0.8	70	-0.8%	8.0%
COc1ccc2c(CC(=O)NNC(=O)c3ccc(C)cc3)coc2c1	0.2	51	0.7%	-6.4%
O=C(COC(=O)c1cccnc1Cl)NCCc1ccccc1	0.5	56	0.9%[50 µM]	-10.7%
COC(=O)C[C@H](NC(=O)Cn1cnc2c(OCc3ccccc3)ncnc21)C(=O)OC	-2.8	41	0.4%	2.3%	Dengue-2 NS5 capping pilot replicate=5.1
NC(=O)c1ccc(NC(=O)COC(=O)CCN2C(=O)c3ccccc3C2=O)cc1	-0.8	46	0.4%[50 µM]	-7.0%
Cc1ccc(C(C)C)c(OCC(=O)OCC(=O)NC2CC2)c1	-1.0	74	-0.4%	1.6%
Cc1c(C2(O)CCCCC2)[nH]c2ccc(C(F)(F)F)cc12	14.4	57	-1.7%	-19.7%
O=C(C[C@H]1C/C=C\C[C@H](Cc2ccc(F)cc2)C(=O)OCCNC1=O)NCCO	-0.4	64	i	-8.2%
O=C(COc1ccccc1Cl)Nc1ccc2[nH]c(=O)[nH]c2c1	-0.2	69	0.8%[50 µM]	1.5%
Cc1cc(C)c(C)c(S(=O)(=O)Nc2ccccc2C(=O)NN2CCOCC2)c1C	-1.0	65	10.5%	-5.0%
Cc1ccc(CN2C(=O)C[C@@H](NC(=O)OCC3c4ccccc4-c4ccccc43)C/C=C\C2c2ccc(C)cc2)cc1 (stereo not given in full)	4.5	50	0.1%	-3.6%	Dengue-2 NS5 capping pilot replicate=2.4
Cc1cccc(C)c1NC(=O)COC(=O)[C@@H]1CCCN1C(=O)c1cccs1	3.5	50	1.4%	12.7%
CCCN(C(=O)CSc1ncccn1)C1CCS(=O)(=O)C1 (stereo not given)	0.5	58	0.8%[50 µM]	-3.0%
O=C(Cc1cccs1)N[C@@H]1c2ccccc2CC[C@H]1OCc1ccccc1	0.2	71	0.2%	-0.3%	Dengue-2 NS5 capping pilot replicate=-0.3
O=C(CC1SC(N2CCOCC2)=NC1=O)Nc1ccc(F)cc1 (stereo not given)	0.6	38	1.6%	-5.8%
C=CCOc1ccc(/C=C/C(=O)OCC(=O)NNC(=O)c2ccccc2F)cc1	6.0	73	-0.3%	4.0%
CC(C)(C)OC(=O)C[C@H]1C/C=C\C[C@@H](CC(=O)NCCO)C(=O)NC[C@@H](c2ccccc2)OC1=O	-1.5	66	2.8%	-0.4%
CCOC(=O)CCCCCC(=O)Nc1ccc2c(c1)CC(=O)N([C@@H](C)CO)C[C@H](C)[C@@H](CN(C)Cc1ccccc1)O2	0.4	52	0.8%	2.5%
CCCCN(C(=O)c1cccc(S(=O)(=O)N2CCN(C)CC2)c1)c1c(N)n(CC(C)C)c(=O)[nH]c1=O	1.5	49	0.6%[50 µM]	4.3%
C[C@@H]1C(=O)O[C@H](C)[C@H]1C[C@@H](O)[C@](C)(O)C1CC[C@@]2(O)C3=CC(=O)[C@@H]4C[C@@H](O)[C@@H](O)C[C@]4(C)C3CC[C@]12C (stereo not given in full)	-1.2	57	4.2%	-2.5%
CCOC(=O)CC(=O)Nc1ncnc2c1C(c1ccccc1)c1c(ccc3ccccc13)O2 (stereo not given)	7.9	55	1.2%	-2.8%
O=S(=O)(c1cccc(-c2n[nH]c(=S)n2-c2ccccc2Cl)c1)N1CCOCC1	0.5	53	-0.3%	-11.2%
COc1ccc(NC(=O)c2c(F)cccc2Cl)cc1S(=O)(=O)N1CCOCC1	-0.6	56	0.5%	-5.0%
Cc1nn(CC(=O)N(CC(C)C)C2CCS(=O)(=O)C2)c(C)c1[N+](=O)[O-] (stereo not given)	-0.8	52	-0.3%	2.4%
Cc1cccc(C2=NN(c3ccccc3)[C@H](CO)[C@H]2c2ccc(Cl)cc2)c1	25.2	71	0.8%	-11.2%	Dengue-2 NS5 capping pilot replicate=-7.0
